D1 potentiator: human D1 dopamine receptor positive modulation; hit rate 0.036% among 360,000; potentiation, % at 10 µM; HEK293 TREx D1 cells, calcium flux, dopamine EC20 potentiation; P21728; in the data active means potentiation above about 30%; further: 0% is about no effect
Target sequence (P21728 whole entry, looked up): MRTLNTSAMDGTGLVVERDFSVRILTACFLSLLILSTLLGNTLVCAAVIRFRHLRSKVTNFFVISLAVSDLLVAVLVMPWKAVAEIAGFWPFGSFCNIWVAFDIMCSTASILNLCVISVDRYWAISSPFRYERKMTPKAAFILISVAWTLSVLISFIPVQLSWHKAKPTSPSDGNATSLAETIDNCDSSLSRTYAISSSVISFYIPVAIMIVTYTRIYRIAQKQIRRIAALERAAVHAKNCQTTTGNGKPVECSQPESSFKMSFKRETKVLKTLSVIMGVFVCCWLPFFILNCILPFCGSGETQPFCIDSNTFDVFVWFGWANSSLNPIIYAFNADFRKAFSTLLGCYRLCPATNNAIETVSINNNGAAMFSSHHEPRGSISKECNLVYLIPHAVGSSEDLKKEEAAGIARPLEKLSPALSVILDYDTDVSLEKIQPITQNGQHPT
RXFP1 antagonist: RXFP1 (human) relaxin receptor antagonism. hit rate 0.59% among 350,000. Q9HBX9. HEK293-RXFP1, relaxin-stimulated cAMP HTRF, 30 min; active compounds read low. activity change, negative = inhibition, % at 57.5 µM;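 active means activity change of -60% or lower, but not beyond a set lower limit; inconclusive means change between -60% and -40%, or beyond the set limit; inactive means change above -40%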; further: on the % scale 0 is the no-effect control and ±100 the full control effect
D1 agonist: activates the human D1 dopamine receptor; hit rate 1% among 360,000; P21728; AID 504660; HEK293 T-REx D1 cells, calcium flux, agonist mode; activation, % at 2 µM; in the data active means activation above about 30%; further: 0% is about no effect
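Inducible HEK293 T-REx D1 cells, force-coupled to calcium signalling, were plated at 4000 cells/well with tetracycline and held overnight at 30 C. After no-wash calcium dye loading, compound-evoked calcium rise over 180 s flagged agonists.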
D2 ag: agonists of human D2 dopamine receptor. hit rate 0.53% among 340,000. activation, % at 2 µM. AID 485358. P14416. HEK293 T-REx D2 cells, calcium flux agonist mode;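 active means activation over 3 SD above normal in the single-dose calcium agonist read, cut at about 30% in these data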; further: 0% is about no effect
Target sequence (P14416 whole entry, looked up): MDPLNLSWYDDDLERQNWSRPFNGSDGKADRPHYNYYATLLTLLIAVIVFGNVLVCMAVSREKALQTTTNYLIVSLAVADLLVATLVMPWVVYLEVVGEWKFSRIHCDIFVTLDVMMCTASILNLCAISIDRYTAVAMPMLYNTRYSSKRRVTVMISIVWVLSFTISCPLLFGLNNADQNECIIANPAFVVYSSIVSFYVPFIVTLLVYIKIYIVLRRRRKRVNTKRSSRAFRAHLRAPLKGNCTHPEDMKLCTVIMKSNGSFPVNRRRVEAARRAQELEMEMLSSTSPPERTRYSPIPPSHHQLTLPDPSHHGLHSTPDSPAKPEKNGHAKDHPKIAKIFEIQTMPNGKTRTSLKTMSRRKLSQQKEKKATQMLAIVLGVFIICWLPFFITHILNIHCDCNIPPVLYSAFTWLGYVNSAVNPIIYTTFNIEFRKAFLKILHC
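In this primary screen, compounds producing a positive calcium signal within 180 s of addition to tetracycline-induced, force-coupled HEK293 Trex D2 cells are flagged; cells are dye-loaded with a no-wash calcium kit beforehand.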
D1 antag: antagonists of human D1 dopamine receptor; P21728; HEK293 TREx D1 cells, calcium flux, dopamine EC80; active compounds read low; activity change, negative = inhibition, % at 10 µM; hit rate 3.2% among 360,000; AID 504652; in the data active means activity change below about -30%; further: on the % scale 0 is the no-effect control and ±100 the full control effect
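Tetracycline-induced HEK293 Trex D1 cells, force-coupled to calcium, dye-loaded; compounds added and read 180 s, then EC80 dopamine added and calcium flux tracked kinetically another 180 s.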
D2 potentiator: positively modulates the human D2 dopamine receptor allosterically. HEK293 T-REx D2, calcium flux, EC20 dopamine potentiation. hit rate 0.34% among 340,000. potentiation, % at 10 µM. AID 485347;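 active means potentiation over 3 SD above the plate norm, cut at about 30% in these data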; further: 0% is about no effect
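Potentiation of an EC20 dopamine calcium response is measured in a force-coupled, tetracycline-inducible Hek293 Trex D2 line. Compound-only kinetic reads over 180 s flag agonists before dopamine addition.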
TRHR enhancer: allosterically enhances the human TRH receptor. TRHR cells, fluo-8 calcium fluorescence, EC20 TRH enhancement. enhancement, % at 2 µM. hit rate 0.66% among 360,000. P34981. AID 493056; in the data active means enhancement above about 30%; further: 0% is about no effect
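Enhancer read-out: after compound pinning and an initial kinetic agonist-mode read, an EC20 of TRH (10 nM final) was injected and fluo-8 calcium signal (Ex 480/Em 530) followed at 1 s/cycle for 100 cycles in TRHR-expressing cells.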
RXFP1 ag: activates the human relaxin receptor RXFP1. HEK293T-RXFP1 cAMP TR-FRET, 30 min; response scale: percent of porcine relaxin response, buffer zero. Q9HBX9. Potency, µM (series often up to 57.5 µM), inactives show at the highest dose activation, actives largely listed as activators. hit rate 0.3% among 370,000; active means well fitted activation curve with a large enough effect; inconclusive means small, poorly fitted or top-dose-only effect; further: potency means the concentration at half of the fitted maximal effect; on the % scale 0 is the no-effect control and ±100 the full control effect; nearly all actives have a fitted effect of over 60% in size; many of its hits are not listed in these tables
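HEK293T cells stably expressing RXFP1 were pretreated with the PDE4 inhibitor Ro 20174, exposed to compounds for 30 min at 37C, lysed, and cAMP was read by TR-FRET. Data normalized to buffer (basal) and 29 nM porcine relaxin (100%).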
D2 antagonist: antagonizes the human D2 dopamine receptor; P14416; HEK293 TREx D2 cells, calcium flux, dopamine EC80; inhibition, % at 10 µM; hit rate 2% among 340,000; AID 485344; in the data active means inhibition above about 30%; further: 0% is about no effect
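Calcium mobilization kinetics were recorded at 1 s intervals in tetracycline-induced HEK293 T-REx D2 cells, first for 180 s after compound addition and then 180 s after EC80 dopamine.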
* marks the source's active call; other numbers are inactive results; ? = inconclusive; · = no result given. These rows are one share of the data; the hit share may differ from the screen's.

SMILES	D1 potentiator	RXFP1 antagonist	D1 agonist	D2 ag	D1 antag	D2 potentiator	TRHR enhancer	RXFP1 ag	D2 antagonist
O=C(C1CCCN1C(=O)c1cccs1)N1CCN(S(=O)(=O)c2ccc(F)cc2)CC1 (configuration not stated)	-1.7	-3.2	-0.8	-0.2	15.6	8.4	-1.2	0.7%	7.9
Cc1cc(C)c2nc(N3CCOCC3)c(C#N)cc2c1	-6.0	-3.6	-0.8	-1.4	0.7	5.3	10.5	9.4%	-12.2
COc1ccc(S(N)(=O)=O)cc1C(=O)NNC(=O)CN(C)S(=O)(=O)c1ccc(Cl)cc1	3.2	-3.8	1.0	-0.1	3.6	-8.0	5.9	-2.3%	-11.0
CCN(CC)c1ccc(NC(=O)CCCOc2cccc(C)c2)cc1	-4.7	-34.5	-1.5	-1.4	1.8	0.7	6.6	0.3%	-22.5
CCCCN(C)Cc1c(C)[nH]c2c(ccc3ccccc32)c1=O	-12.1	-13.9	4.3	-2.4	-0.8	6.1	-2.7	0.0%	-3.7
COc1ccc(N2CCN(C(=O)NC(=O)c3ccc(Cl)cc3)CC2)cc1	-3.4	-1.8	0.8	0.7	5.0	8.1	-3.0	-0.4%	14.0
Cc1c(C(=O)Nc2ccccn2)oc2ccc(Br)cc12	7.0	-1.2	0.9	-0.1	3.8	8.0	-4.9	3.9%	-19.8
O=C(O)C(Oc1ccc2cc(-c3ccc(Cl)cc3)c(=O)oc2c1)c1ccccc1 (configuration not stated)	-1.9	-2.9	1.9	0.4	-1.1	5.6	2.4	16.0%	-6.6
Cc1n[nH]c(C)c1S(=O)(=O)N1CCN(C(=O)c2ccco2)CC1	-6.8	3.4	2.4	0.2	-7.4	-0.8	-2.0	-2.8%	1.8
CCOc1ccc(NC(=O)COC(=O)c2ccc3c(c2)C(=O)N(CCc2ccccc2)C3=O)cc1	-5.3	·	3.3	0.4	3.1	-2.0	-2.3	0.9%	-8.5
COc1ccccc1CCC(=O)N1CCN(S(=O)(=O)c2cc(C(F)(F)F)ccc2Cl)CC1	-3.3	2.4	1.1	0.4	1.1	2.4	11.1	0.8%	-18.0
N/C(=N\OC(=O)c1cccc(Br)c1)c1ccncc1	0.4	?	-0.6	-0.2	-20.8	15.0	2.8	-1.6%	-9.7
Cc1c(C)c2ccc(OCC(=O)Nc3ccccn3)cc2oc1=O	-0.1	7.7	2.4	-0.4	2.6	9.8	-1.9	13.7%	35.9*
CCN1CNC(=S)N(c2cc(C)ccc2C)C1	0.9	23.8	3.1	0.1	8.4	9.0	-2.9	-0.4%	-6.7
CC1(c2ccc(OC(F)F)cc2)NC(=O)N(CC(=O)Nc2ccc(S(N)(=O)=O)cc2)C1=O (configuration not stated)	-0.8	3.6	3.9	2.8	-0.7	19.1	4.6	-1.4%	-3.6
Cc1cc(C)c(S(=O)(=O)NC2CCN(Cc3ccccc3)CC2)c(C)c1	-5.6	-1.1	3.0	0.3	-3.1	-18.5	-5.2	0.0%	-9.4
CCOc1ccc(NC(=O)CN(C)C(=O)Cc2n[nH]c(=O)c3ccccc23)cc1OCC	-5.5	1.8	1.8	0.9	9.7	-4.8	2.0	3.5%	-12.0
Brc1ccc(CSc2nnc(-c3cnccn3)n2Cc2ccco2)cc1	-3.9	-8.6	4.3	-0.4	-9.9	12.3	-5.5	3.2%	-14.4
Cc1cccc(NC(=O)CS(=O)(=O)c2cn(C)c3ccccc23)c1	17.8	·	-2.8	0.6	9.2	-4.3	0.4	-0.5%	15.6
CC(=O)c1ccc(NC(=S)NC(=O)c2c(Cl)c(C)nn2C)cc1	-6.5	2.8	11.2	0.0	-14.0	-3.0	9.3	1.1%	12.4
CCn1cc(CCCC(=O)NCc2cccc(OC)c2)c2ccccc21	5.8	1.8	1.7	-1.7	18.1	15.6	-9.1	-0.8%	18.7
CCOc1ccccc1NC(=S)N1CCCc2ccccc21	-6.0	-0.4	11.2	-1.1	-25.6	5.8	1.2	0.5%	11.8
COc1ccccc1/C=N/NC(=S)NCc1ccco1	-0.3	-11.6	2.9	-2.0	15.6	-6.5	0.9	2.6%	-6.4
O=C(Cn1nnc(-c2ccccc2)n1)OCc1csc(-c2ccccc2)n1	-5.0	5.6	7.5	0.4	-0.6	5.8	1.8	-0.1%	-11.8
OCCC1CN(Cc2ccccc2OC2CCCC2)CCN1Cc1ccsc1 (configuration not stated)	-6.0	-8.5	4.6	1.1	3.3	-20.2	-2.1	2.9%	-16.7

An excerpt from above in order of the D1 agonist value, smallest number first.
canonical_smiles,D1 agonist
COc1ccccc1/C=N/NC(=S)NCc1ccco1,2.9
Brc1ccc(CSc2nnc(-c3cnccn3)n2Cc2ccco2)cc1,4.3
O=C(Cn1nnc(-c2ccccc2)n1)OCc1csc(-c2ccccc2)n1,7.5

(next part)
SMILES	D1 potentiator	RXFP1 antagonist	D1 agonist	D2 ag	D1 antag	D2 potentiator	TRHR enhancer	RXFP1 ag	D2 antagonist
Cc1cccc(C)c1OCC(=O)N/N=C/c1cc2c(cc1[N+](=O)[O-])OCO2	1.0	-1.7	1.7	-2.6	-3.0	-7.5	-5.0	0.4%	30.0*
CN(C(=O)CS(=O)(=O)c1cn(CC(=O)N2CCOCC2)c2ccccc12)c1ccccc1	-2.4	-3.5	1.6	-0.2	2.6	-21.9	4.8	0.5%	-9.4
CCOC(=O)c1ccc(-n2c(N)c(C(=O)NCC3CCCO3)sc2=S)cc1 (configuration not stated)	10.9	-0.8	2.2	-1.1	8.3	4.4	-10.4	-1.9%	-2.6
O=C(CSc1n[nH]c(-c2cccnc2)n1)Nc1ccc([N+](=O)[O-])cc1Br	-3.1	1.1	-2.7	0.1	10.9	-3.7	-3.9	9.5%	11.5
O=C(NCCc1nc2ccccc2[nH]1)/C(=C/c1ccco1)NC(=O)c1ccccc1Br	-4.7	11.2	2.4	·	-3.0	·	-13.8	1.0%	·
COc1ccc(CCNC(=O)CCn2c(=O)oc3ccccc32)cc1OC	-4.7	-3.1	1.5	-0.1	-7.5	7.2	25.5	3.3%	0.2
O=C(NC(=O)c1ccccc1)Nc1ccc(-c2cnco2)cc1	-0.9	4.5	1.8	0.8	-2.5	-2.2	13.7	0.7%	1.2
O=C(Nc1ccccc1)C1CCN(S(=O)(=O)c2ccc3c(c2)OCCO3)CC1	-7.1	-7.7	3.2	0.5	-19.2	-2.9	7.3	-1.6%	3.6
COc1cc(-c2nnn(Cc3ccccc3C)n2)cc(OC)c1OC	-0.8	10.2	4.8	0.7	-4.2	14.3	1.3	-0.5%	-2.8
Cc1nn(C)c2c1c(C(F)(F)F)cc(=O)n2CC(=O)N1CCCCC1C (configuration not stated)	-3.1	-12.0	1.0	0.1	-25.7	-5.1	14.7	3.0%	·
Cc1noc(C(=O)Nc2ccccc2C(F)(F)F)c1Cl	1.7	12.5	-0.7	0.7	8.6	12.9	-7.8	-1.2%	-2.5
Cc1cccc(C(=O)N=C2SC3CS(=O)(=O)CC3N2c2ccccc2)c1 (configuration not stated)	2.7	-15.0	2.7	-0.6	0.8	-0.2	5.3	0.7%	7.4
CCS(=O)(=O)N1CCc2cc(C(=O)NCc3ccccc3Cl)ccc21	-3.5	·	7.5	25.8	-12.9	-13.6	-4.0	-5.8%	·
CCOC(=O)NC(=O)/C(N=Nc1ccc(C(F)(F)F)cc1)=C(\C)O	1.1	13.4	3.9	·	0.0	11.3	10.6	-1.2%	·
COc1ccc(C)cc1NC(=O)N1CCCn2nc(C)cc21	1.2	-7.1	0.3	-0.3	6.8	-5.0	7.6	-4.0%	·
CC(=O)N1CCCc2cc(S(=O)(=O)NCc3ccc(C)cc3)ccc21	-14.4	1.4	10.9	0.3	-37.3*	18.3	6.5	0.0%	-16.0
Oc1cccc2c(NC(=S)Nc3ccc(OC(F)F)cc3)cccc12	-2.1	1.9	16.1	-0.2	-3.3	4.9	4.2	0.3%	5.2
COC(=O)CC1(C(=O)OC)Oc2ccc(Br)cc2C(=O)N1c1cc(Cl)c(Cl)cc1Cl (configuration not stated)	-4.2	-1.5	5.4	5.2	9.3	-1.1	0.0	0.4%	6.4
Cc1ccc(CCNC(=O)c2ccc(CS(=O)(=O)c3ccc(Br)cc3)o2)cc1	0.5	·	6.3	·	-24.2	0.5	24.7	-0.2%	·
COc1ccc(C(=O)Nc2cc(S(=O)(=O)N3CCCCC3)ccc2OC)cc1	-0.8	1.8	1.6	-0.1	11.4	8.5	-13.0	11.4%	1.6

Copied from the entries so far (10 entries):
SMILES	D1 potentiator	RXFP1 antagonist	D1 agonist	D2 ag	D1 antag	D2 potentiator	TRHR enhancer	RXFP1 ag	D2 antagonist
Cc1noc(C(=O)Nc2ccccc2C(F)(F)F)c1Cl	1.7	12.5	-0.7	0.7	8.6	12.9	-7.8	-1.2%	-2.5
Cc1cccc(C(=O)N=C2SC3CS(=O)(=O)CC3N2c2ccccc2)c1 (configuration not stated)	2.7	-15.0	2.7	-0.6	0.8	-0.2	5.3	0.7%	7.4
CCS(=O)(=O)N1CCc2cc(C(=O)NCc3ccccc3Cl)ccc21	-3.5	·	7.5	25.8	-12.9	-13.6	-4.0	-5.8%	·
CCOC(=O)NC(=O)/C(N=Nc1ccc(C(F)(F)F)cc1)=C(\C)O	1.1	13.4	3.9	·	0.0	11.3	10.6	-1.2%	·
COc1ccc(C)cc1NC(=O)N1CCCn2nc(C)cc21	1.2	-7.1	0.3	-0.3	6.8	-5.0	7.6	-4.0%	·
CC(=O)N1CCCc2cc(S(=O)(=O)NCc3ccc(C)cc3)ccc21	-14.4	1.4	10.9	0.3	-37.3*	18.3	6.5	0.0%	-16.0
Oc1cccc2c(NC(=S)Nc3ccc(OC(F)F)cc3)cccc12	-2.1	1.9	16.1	-0.2	-3.3	4.9	4.2	0.3%	5.2
COC(=O)CC1(C(=O)OC)Oc2ccc(Br)cc2C(=O)N1c1cc(Cl)c(Cl)cc1Cl (configuration not stated)	-4.2	-1.5	5.4	5.2	9.3	-1.1	0.0	0.4%	6.4
Cc1ccc(CCNC(=O)c2ccc(CS(=O)(=O)c3ccc(Br)cc3)o2)cc1	0.5	·	6.3	·	-24.2	0.5	24.7	-0.2%	·
COc1ccc(C(=O)Nc2cc(S(=O)(=O)N3CCCCC3)ccc2OC)cc1	-0.8	1.8	1.6	-0.1	11.4	8.5	-13.0	11.4%	1.6

Bioassay records from PubChem.
